Source: PubChem
Vif-A3G inh – inhibitors of Vif-APOBEC3G interaction. Q9HC16. HeLa A3G-eYFP + Vif (tagged APOBEC3G with the HIV-1 protein that degrades it), YFP fluorescence, overnight. Potency, µM (highest dose often 46.1 µM), for the others: at the top dose activity, negative = active, actives largely listed as inhibitors. hit rate 0.076% among 410,000;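 further: potency means the concentration at half of the fitted maximal effect; on the % scale 0 is the no-effect control and ±100 the full control effect; nearly all actives have a fitted effect of over 60% in size; hits raise eYFP signal because A3G escapes Vif-driven loss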
Target sequence (Q9HC16 whole entry, looked up): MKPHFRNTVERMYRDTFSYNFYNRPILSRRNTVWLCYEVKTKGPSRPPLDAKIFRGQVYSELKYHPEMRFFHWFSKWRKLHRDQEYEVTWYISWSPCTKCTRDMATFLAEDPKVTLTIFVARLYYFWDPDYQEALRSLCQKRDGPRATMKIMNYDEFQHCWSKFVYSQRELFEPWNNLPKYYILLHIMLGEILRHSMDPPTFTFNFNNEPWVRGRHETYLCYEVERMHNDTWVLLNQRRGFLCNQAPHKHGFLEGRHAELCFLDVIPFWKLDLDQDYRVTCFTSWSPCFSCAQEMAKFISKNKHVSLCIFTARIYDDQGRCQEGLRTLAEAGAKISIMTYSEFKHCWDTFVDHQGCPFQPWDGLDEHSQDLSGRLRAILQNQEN
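HeLa cells stably expressing Vif and C-terminally eYFP-tagged A3G, seeded overnight at 37 deg C, then exposed to compound by pintool overnight at 37 deg C. Rise in yellow fluorescence (Ex 488/Em 500-530, Acumen) marks blocked Vif-driven A3G degradation.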
GRP78 ERSR act – induces the endoplasmic reticulum stress response in human glioma cells | hit rate 0.02% among 420,000 | U87-MG GRP78 promoter luciferase reporter, 16 h | Potency, µM, inactives show at the highest dose activation, usual class: activators; further: potency means the concentration at half of the fitted maximal effect; series mostly up to about 76 µM; % of control where 0% means no effect; nearly all actives have a fitted effect of over 35% in size
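Stably transfected U87-MG human glioma cells carrying a GRP78-based luminescent sensor were seeded at 1000 cells/well, pin-dosed with compounds and incubated 16 h. Luciferase reagent was then added, and end-point luminescence was read after 10 min at room temperature.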
RXFP1 antag – blocks the human relaxin receptor RXFP1; HEK293-RXFP1, relaxin-stimulated cAMP HTRF, 30 min; stronger effect = lower value; hit rate 0.59% among 350,000; Q9HBX9; activity change, negative = inhibition, % at 57.5 µM; AID 1259400;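 active means activity change of -60% or lower, but not beyond a set lower limit; inconclusive means change between -60% and -40%, or beyond the set limit; inactive means change above -40%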; further: on the % scale 0 is the no-effect control and ±100 the full control effect
D2 potentiator – positive allosteric modulators of human D2 dopamine receptor; P14416; HEK293 T-REx D2, calcium flux, EC20 dopamine potentiation; potentiation, % at 10 µM; hit rate 0.34% among 340,000; AID 485347;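 active means potentiation over 3 SD above the plate norm, cut at about 30% in these data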; further: 0% is about no effect
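Cells plated with tetracycline inducer and held overnight at 30 C; calcium dye loaded 30–90 min at room temperature; baseline taken, compound added and read 180 s; EC20 dopamine then added and read 180 s.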
D1 PAM – human D1 dopamine receptor positive modulation; hit rate 0.036% among 360,000; AID 504651; P21728; HEK293 TREx D1 cells, calcium flux, dopamine EC20 potentiation; potentiation, % at 10 µM; in the data active means potentiation above about 30%; further: 0% is about no effect
Target sequence (P21728 whole entry, looked up): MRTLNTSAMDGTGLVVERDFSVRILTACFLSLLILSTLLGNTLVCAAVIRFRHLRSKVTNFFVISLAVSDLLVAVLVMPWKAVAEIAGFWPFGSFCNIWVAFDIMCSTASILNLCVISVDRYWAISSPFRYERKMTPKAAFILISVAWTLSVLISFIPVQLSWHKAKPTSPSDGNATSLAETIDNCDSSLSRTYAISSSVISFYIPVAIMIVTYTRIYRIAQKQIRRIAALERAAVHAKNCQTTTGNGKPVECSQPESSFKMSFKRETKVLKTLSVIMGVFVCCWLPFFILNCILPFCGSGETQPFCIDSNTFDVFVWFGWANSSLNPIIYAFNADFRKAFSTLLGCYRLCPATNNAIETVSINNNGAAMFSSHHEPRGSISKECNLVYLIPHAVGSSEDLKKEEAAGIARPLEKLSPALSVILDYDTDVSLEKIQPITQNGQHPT
Vif-APOBEC3F blk – Vif-A3F binding inhibition | HeLa A3F-eYFP + Vif (tagged APOBEC3F with the HIV-1 protein that degrades it), YFP fluorescence increase | Potency, µM (series often up to 46.1 µM), without a hit: top-dose activity, negative = active | hit rate 0.2% among 390,000 | AID 602313; further: potency means the concentration at half of the fitted maximal effect; % of control where 0% means no effect; nearly all actives have a fitted effect of over 65% in size
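Fluorescence increase (Ex 488/Em 500-530) after overnight compound treatment at 37 deg C flags inhibition of Vif-driven A3F-eYFP loss in stable HeLa A3F-eYFP/Vif cells seeded overnight beforehand.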
D1 agonist – human D1 receptor agonism; P21728; HEK293 T-REx D1 cells, calcium flux, agonist mode; activation, % at 2 µM; hit rate 1% among 360,000; in the data active means activation above about 30%; further: 0% is about no effect
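Inducible HEK293 T-REx D1 cells, force-coupled to calcium signalling, were plated at 4000 cells/well with tetracycline and held overnight at 30 C. After no-wash calcium dye loading, compound-evoked calcium rise over 180 s flagged agonists.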
RXFP1 agonist – activates the human relaxin receptor RXFP1 | Q9HBX9 | HEK293T-RXFP1 cAMP TR-FRET, 30 min; response scale: percent of porcine relaxin response, buffer zero | Potency, µM (series often up to 57.5 µM), inactives show at the top dose activation, hits mostly activators | hit rate 0.3% among 370,000 | AID 2676; further: potency means the concentration at half of the fitted maximal effect; on the % scale 0 is the no-effect control and ±100 the full control effect; nearly all actives have a fitted effect of over 60% in size; many of its hits are not listed in these tables
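Agonist response is measured as cAMP accumulation in an RXFP1-transfected HEK293T line under PDE4 inhibition. Values are scaled between buffer-only and 29 nM porcine relaxin, and EC50s come from standard Hill equation fits.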
D1 antagonist – blocks dopamine activation of the human D1 receptor; HEK293 TREx D1 cells, calcium flux, dopamine EC80; stronger effect = lower value; hit rate 3.2% among 360,000; activity change, negative = inhibition, % at 10 µM; in the data active means activity change below about -30%; further: on the % scale 0 is the no-effect control and ±100 the full control effect
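Calcium flux readout: force-coupled, inducible Hek293 Trex D1 line, cells induced overnight at 30 C with tetracycline, dye-loaded 30–90 min at RT. Antagonism scored against EC80 dopamine challenge given 180 s after compound.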
* marks the source's active call; other numbers are inactive results; ? = inconclusive; · = no result given. Unless noted, the call rests on the fitted dose curve; in most records, active means well fitted curve in the direction sought with a large enough effect; inconclusive means small, poorly fitted or top-dose-only effect, or another doubt; inactive means no such curve, though single readings can be large; an effect the other way counts as inactive or inconclusive.

SMILES	Vif-A3G inh	GRP78 ERSR act	RXFP1 antag	D2 potentiator	D1 PAM	Vif-APOBEC3F blk	D1 agonist	RXFP1 agonist	D1 antagonist
CN1CCCc2cc(C#N)c(=O)[nH]c21	1%	-5%	2	-1	-5	5%	2	11%	6
O=C(N/N=C\c1cc(Br)cs1)c1ccncc1	-3%	2%	1	1	-6	?	1	4.4%	5
CSc1ccc(/C=C(/NC(=O)c2ccccc2)C(=O)N2CCN(C)CC2)cc1	1%	-3%	-2	-10	-2	4%	5	-1.0%	6
COc1ccc(-c2noc(C(=O)NCc3ccc(F)cc3)n2)cc1OC	1%	0%	1	3	-12	0%	3	3.4%	-25
C=CCc1cccc(Cl)c1OCCON1C(=O)CCC1=O	0%	-3%	-3	5	-2	-4%	-2	0.0%	·
CCOc1ccc(Nc2c3c(nc4ncnn24)CC(C)CC3)cc1 (centres undefined)	-3%	-3%	6	-8	0	-6%	3	1.7%	2
O=C(c1c(F)cccc1F)N1CCN=C1SCc1ccccc1	-12%	0%	-6	9	-2	1%	3	1.2%	-3
c1ccc2c(c1)nc(NCC1CCCO1)c1nnnn12 (centres undefined)	-4%	-2%	·	0	0	?	2	0.3%	-2
CC(CCc1ccccc1)NS(=O)(=O)c1ccc(Cl)c(C(=O)O)c1 (centres undefined)	0%	-4%	-9	3	4	5%	2	-2.8%	9
COc1ccc(C(N)=S)cc1	0%	2%	-9	12	-5	8%	-1	-0.1%	10
COCCCNC(=O)Cn1c(=O)n(CCCC(=O)NCc2ccc(C)cc2)c(=O)c2ccccc21	1%	-3%	·	4	2	-2%	0	3.6%	8
COc1cccc(-c2cc(C(=O)Nc3ccncc3)c3ccccc3n2)c1	-10%	-2%	?	-3	0	-23%	1	1.2%	-18
O=C(N/N=C/c1cc([N+](=O)[O-])ccc1N1CCNCC1)c1ccc([N+](=O)[O-])cc1	-7%	-1%	-29	·	·	-1%	·	-0.4%	·
CC(C)/C=N/Nc1nc(-c2ccc(Br)cc2)cs1	-28%	2%	-24	2	-2	-9%	0	0.1%	-46*
c1ccc(OCc2cc(-c3ccccc3)no2)cc1	-7%	2%	-3	16	0	0%	6	-1.0%	-2
O=C(Nc1cc(C(F)(F)F)ccc1Cl)C1CCN(c2nnc(-n3cccc3)s2)CC1	-5%	-4%	-18	-18	-1	-4%	0	-6.6%	2
CCOc1ccc(OCC)c(Nc2cc(C)nc3nc(C)nn23)c1	-28%	-3%	12	·	-2	-5%	-3	-0.9%	-28
C[C@@H]1CCCCO[C@@H](CN(C)CC2CC2)[C@@H](C)CN([C@H](C)CO)C(=O)c2cc(N(C)C)ccc2O1	2%	-1%	-7	·	·	-5%	·	·	·
CCc1cccc(NC2c3ccccc3C(=O)N2c2ccc(C)cn2)c1 (centres undefined)	1%	4%	-4	19	·	4%	8	2.0%	34
CN(c1ccccc1)c1ccc(/C=C(\C#N)c2nnc3n2CCCCC3)cc1[N+](=O)[O-]	1%	0%	-13	15	-6	-7%	1	0.6%	-13
Cc1ccc(SCCC(=O)NC2CC2)cc1	-3%	0%	-5	·	4	-15%	1	1.2%	-13
CC1CCCCC1NC(=O)COC(=O)COc1ccccc1F (centres undefined)	-1%	-1%	8	·	·	-8%	·	·	·
Cc1cc(C)n(CC(C)(O)c2ccccc2)n1 (centres undefined)	0%	-2%	·	-10	-6	-5%	2	0.5%	-14
O=C(COc1ccc(Cl)cc1)NCCNC(=O)c1cnccn1	0%	4%	6	-9	5	-17%	1	25%	2
COC(=O)C(NC(C)=O)(Nc1nc2ccc(S(C)(=O)=O)cc2s1)C(F)(F)F (centres undefined)	0%	-4%	-2	7	0	2%	0	1.1%	11
Cn1ccnc1Sc1nc2ccccc2nc1NS(=O)(=O)c1ccccc1	-13%	-1%	22	·	0	25µM*	3	22%	-22
N/C(Cc1ccc(Cl)c(Cl)c1)=N\OC(=O)c1cccs1	-15%	2%	-6	-3	2	-2%	1	0.4%	-4
O=C(COC(=O)c1ccc[n+]([O-])c1)Nc1c(Br)cc([N+](=O)[O-])cc1Br	·	·	·	4	-3	·	-3	13%	-7
COc1cc(/C=N/NC(=O)c2c(-c3c(Cl)cccc3Cl)noc2C)ccc1OCC(N)=O	-5%	-2%	3	4	1	1%	8	-0.1%	-3
COc1cc(C)cc(OC)c1OCC(=O)Nc1cc(C)on1	0%	-3%	-7	8	·	-10%	3	2.2%	-3
CCC(=O)Nc1cccc(NC(=S)NC(=O)Cc2ccccc2)c1	-4%	-5%	0	-1	-3	-2%	3	-1.3%	12
CSc1ccc(CN2CCN(Cc3ccc([N+](=O)[O-])cc3)CC2)cc1	1%	-4%	?	-8	-12	5%	8	1.4%	-37*
CC(C)c1nnc(NC(=O)CCc2ccccc2)s1	-6%	11%	7	-5	-8	0%	2	4.7%	-16
CCOc1ccc(CCNC(=O)c2cn(CC)c3ccc(S(=O)(=O)N4CCCCCC4)cc3c2=O)cc1OCC	1%	-3%	·	3	7	0%	2	4.7%	20
O=C(CSc1nc(-c2ccco2)nc2cc(=O)[nH]n12)Nc1ccc(F)cc1	-6%	-2%	-14	7	-1	-14%	1	4.7%	1
CCCc1cc(N2CCN(c3ccccn3)CC2)n2nc(C)c(-c3ccccc3)c2n1	0%	-1%	-6	16	4	-13%	0	0.0%	-2

An excerpt from above in order of their number in D1 agonist, ascending.
smiles | RXFP1 antag | D2 potentiator | D1 PAM | D1 agonist | RXFP1 agonist | D1 antagonist
O=C(COC(=O)c1ccc[n+]([O-])c1)Nc1c(Br)cc([N+](=O)[O-])cc1Br | · | 4 | -3 | -3 | 13% | -7
COc1cccc(-c2cc(C(=O)Nc3ccncc3)c3ccccc3n2)c1 | ? | -3 | 0 | 1 | 1.2% | -18
COc1ccc(-c2noc(C(=O)NCc3ccc(F)cc3)n2)cc1OC | 1 | 3 | -12 | 3 | 3.4% | -25

Next part:
SMILES	Vif-A3G inh	GRP78 ERSR act	RXFP1 antag	D2 potentiator	D1 PAM	Vif-APOBEC3F blk	D1 agonist	RXFP1 agonist	D1 antagonist
CN1CCn2cnc(C(=O)NCCCCCNC(=O)OC(C)(C)C)c2C1=O	1%	-2%	14	·	·	-8%	·	·	·
O=C(Oc1cccc2c(=O)[nH]ccc12)c1ccccc1	0%	-1%	-9	13	-8	-11%	-1	0.5%	-15
CCOC(=O)C1(CCCc2ccccc2)CCN(C(=O)CCn2cnnn2)CC1	1%	-2%	3	2	-3	5%	7	3.7%	-17
CC(C(=O)Nc1cccc(S(=O)(=O)N2CCOCC2)c1)N1CCN(C/C=C/c2ccccc2)CC1 (centres undefined)	7%	-3%	-10	-23	-4	2%	5	0.3%	0
C[C@@H]1CN([C@@H](C)CO)C(=O)CCCn2nncc2CO[C@H]1CN(C)C(=O)Nc1ccccc1C(F)(F)F	-2%	-2%	-1	·	·	-4%	·	·	·
O=C(Oc1ccccc1)n1c(=S)oc2ccccc21	-1%	-5%	-6	1	-8	4%	1	1.2%	5
O=C(Nc1ccccn1)c1ccc(S(=O)(=O)N2CCCCC2)cc1	-6%	2%	-9	5	-2	-10%	1	0.2%	-4
COC(=O)c1ccc(N2C(=O)Cc3cc(OC)c(OC)cc3C2c2ccc(F)cc2)cc1 (centres undefined)	2%	-2%	-1	7	-1	2%	0	0.2%	-10
CC(=O)c1cc(-c2ccccc2)n(CC(=O)Nc2cc(C)cc(C)c2)c1C	-22%	-4%	4	6	-5	-10%	1	2.9%	-12
Cc1ncc(CO)c2c1Oc1nc(-c3ccccc3)nc(SCC(=O)N3CCOCC3)c1C2	3%	-2%	20	4	1	1%	1	2.2%	-3

A section taken from the entries so far:
SMILES	Vif-A3G inh	GRP78 ERSR act	RXFP1 antag	D2 potentiator	D1 PAM	Vif-APOBEC3F blk	D1 agonist	RXFP1 agonist	D1 antagonist
COC(=O)c1ccc(N2C(=O)Cc3cc(OC)c(OC)cc3C2c2ccc(F)cc2)cc1 (centres undefined)	2%	-2%	-1	7	-1	2%	0	0.2%	-10
CC(=O)c1cc(-c2ccccc2)n(CC(=O)Nc2cc(C)cc(C)c2)c1C	-22%	-4%	4	6	-5	-10%	1	2.9%	-12
Cc1ncc(CO)c2c1Oc1nc(-c3ccccc3)nc(SCC(=O)N3CCOCC3)c1C2	3%	-2%	20	4	1	1%	1	2.2%	-3

Fetched by compound from the list above (2):
SMILES	Vif-A3G inh	GRP78 ERSR act	RXFP1 antag	D2 potentiator	D1 PAM	Vif-APOBEC3F blk	D1 agonist	RXFP1 agonist	D1 antagonist
CN1CCn2cnc(C(=O)NCCCCCNC(=O)OC(C)(C)C)c2C1=O	1%	-2%	14	·	·	-8%	·	·	·
O=C(Oc1cccc2c(=O)[nH]ccc12)c1ccccc1	0%	-1%	-9	13	-8	-11%	-1	0.5%	-15

An excerpt; count on the stated rates, not on these rows.
